NPSR antagonist = qHTS Assay for Antagonists of the Neuropeptide S Receptor: cAMP Signal Transduction. Potency, µM (doses to about 38.3 µM), for inactives: top-dose activity change, negative = inhibition, hits mostly inhibitors. CHO-NPSR cells, cAMP TR-FRET, antagonist mode. AID 1461, 2008. 220,000 tested, 1% active. Q6W5P4; also: potency is read from the fitted curve at half-maximal effect; % is scaled to controls: 0 for no effect and ±100 for the full control effect; nearly all actives have a fitted effect of over 50% in size; many of its hits are not listed in these tables
Target sequence (Q6W5P4 whole entry, looked up): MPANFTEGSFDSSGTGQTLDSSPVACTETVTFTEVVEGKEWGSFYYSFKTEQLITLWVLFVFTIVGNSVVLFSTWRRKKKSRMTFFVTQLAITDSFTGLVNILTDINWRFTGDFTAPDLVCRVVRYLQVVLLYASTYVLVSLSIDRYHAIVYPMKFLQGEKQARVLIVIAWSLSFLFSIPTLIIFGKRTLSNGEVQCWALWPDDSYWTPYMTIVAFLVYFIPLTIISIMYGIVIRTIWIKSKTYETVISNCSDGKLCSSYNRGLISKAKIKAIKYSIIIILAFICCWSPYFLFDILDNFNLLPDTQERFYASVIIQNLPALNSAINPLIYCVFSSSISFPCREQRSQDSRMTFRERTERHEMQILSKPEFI
HTT aggregate = qHTS Multiplex Assay to Identify Dual Action Probes in a Cell Model of Huntington: Aggregate Formation (GFP) | PC12 HttQ103-GFP aggregates, Acumen cytometry, 40 h | Potency, µM (titrated, usually from 46.1 µM), for inactives: top-dose activity change, negative = inhibition, most hits filed as inhibitors | 220,000 tested, 1.1% active | AID 1688, 2009; also: potency is read from the fitted curve at half-maximal effect; % is scaled to controls: 0 for no effect and ±100 for the full control effect; nearly all actives have a fitted effect of over 60% in size
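Huntingtin Q103 exon 1–GFP aggregates in induced PC12 cells (100 nM tebufenozide) were quantified by cytometry from lysates, with compounds dosed in titration.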
KinaseGlo FLuc = Counterscreen for Luciferase (Kinase-Glo TM) Inhibition; Kinase-Glo luciferase, ATP luminescence, 8 min; AID 1379, 2008; Luciferin 4-monooxygenase (Photuris pensylvanica), Q27757; Potency, µM (titrated, usually from 38.3 µM), for the others: at the top dose activity change, negative = inhibition, most hits filed as inhibitors; 200,000 tested, 0.28% active; also: potency is read from the fitted curve at half-maximal effect; % is scaled to controls: 0 for no effect and ±100 for the full control effect; nearly all actives have a fitted effect of over 60% in size
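Luminescence was the read-out, taken after 8-minute incubation at ambient temperature. Luciferase turned over luciferin with 10 uM ATP in imidazole pH 7.2 buffer containing KCl, MgCl2, Tween 20 and BSA.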
Epigenetic reg = Quantitative High-Throughput Screen for Regulators of Epigenetic Control. 280,000 tested, 0.2% active. AID 1865, 2009. Potency, µM (titrated, usually from 53.9 µM), inactives show top-dose GFP activation, usual class: activators. murine LDR cells, GFP reporter derepression, 30 h; also: potency is read from the fitted curve at half-maximal effect; % of control where 0% means no effect; nearly all actives have a fitted effect of over 60% in size
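GFP-positive cell count by laser-scanning cytometry (objects 20–120 um) after 30 h, 37 C compound exposure of murine LDR cells; reporter is CMV-GFP integrated at a silenced locus, inducible by HDAC or DNMT inhibitors.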
IMPase Li cell = qHTS Assay for Identifying the Cell-Membrane Permeable IMPase Inhibitors: Potentiation with Lithium; CHO-M1 cells, IP1 TR-FRET (IP-One), carbachol + lithium; Potency, µM (doses to about 59.4 µM), without a hit: at the top dose activity, negative = IMPase inhibition, most hits filed as inhibitors; 210,000 tested, 0.35% active; AID 1457, 2008;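 also: IP1 builds up when IMPase is blocked and the TR-FRET signal falls; potency is read from the fitted curve at half-maximal effect; plate controls were basal vehicle for no effect and high inhibitor control for full effect; nearly all actives have a fitted effect of over 50% in size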
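Readout is a homogeneous TR-FRET IP1 immunoassay (Ex 320, Em 665 and 620), where raised cytosolic IP1 lowers signal. Cells were CHO-M1 treated 30 min at 37C with test compounds plus a little lithium; AC50 values came from Hill-equation fitting.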
Lamin A splicing = qHTS Assay for Modulators of Lamin A Splicing. AID 1487, 2009. HeLa LMNA splicing GFP/RFP minigene ratio, 48 h. Potency, µM (highest dose often 46.1 µM), for inactives: top-dose ratio change, negative = inhibition, most hits filed as inhibitors. 200,000 tested, 0.01% active; active = well fitted inhibition curve with a large enough effect in the signal ratio, with a control signal flat, not every such curve was filed as active; inconclusive = small, poorly fitted or top-dose-only effect, or effect the other way, or a change in a side signal; the % refers to the signal ratio; also: potency is read from the fitted curve at half-maximal effect; % is scaled to controls: 0 for no effect and ±100 for the full control effect
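S3 HeLa cells stably expressing lamin A-EGFP splicing minigene plus DsRed2, 600 cells/well, 48 h compound exposure at 37C. Laser-scanning cytometry; analysed as GFP (500-530 nm)/RFP (575-640 nm) total intensity ratio; 0.5% DMSO vehicle.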
CBFb RUNX1 block = qHTS Assay for Compounds Blocking the Interaction Between CBF-beta and RUNX1 for the Treatment of Acute Myeloid Leukemia | Runt-related transcription factor 1 (Homo sapiens) + Core-binding factor subunit beta … | AlphaScreen CBFb-His/RUNX1-biotin binding, biochemical | Potency, µM (highest dose often 59.8 µM), for inactives: at the top dose activity, negative = inhibition, most hits filed as inhibitors | 230,000 tested, under 10 active; also: % of control where 0% means no effect
Target sequence (Q01196 whole entry, looked up): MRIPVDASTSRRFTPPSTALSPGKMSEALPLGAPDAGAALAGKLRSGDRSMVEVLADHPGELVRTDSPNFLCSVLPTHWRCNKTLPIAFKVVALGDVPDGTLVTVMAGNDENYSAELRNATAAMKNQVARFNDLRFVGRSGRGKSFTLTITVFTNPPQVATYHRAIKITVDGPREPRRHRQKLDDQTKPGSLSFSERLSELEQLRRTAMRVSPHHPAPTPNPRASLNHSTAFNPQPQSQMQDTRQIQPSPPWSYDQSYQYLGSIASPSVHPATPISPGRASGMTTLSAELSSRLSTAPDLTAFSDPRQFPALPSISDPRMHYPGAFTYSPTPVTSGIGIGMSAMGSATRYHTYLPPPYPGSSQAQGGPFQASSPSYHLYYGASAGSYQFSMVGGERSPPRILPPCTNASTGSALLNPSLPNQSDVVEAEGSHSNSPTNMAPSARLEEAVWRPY
Target sequence (Q13951 whole entry, looked up): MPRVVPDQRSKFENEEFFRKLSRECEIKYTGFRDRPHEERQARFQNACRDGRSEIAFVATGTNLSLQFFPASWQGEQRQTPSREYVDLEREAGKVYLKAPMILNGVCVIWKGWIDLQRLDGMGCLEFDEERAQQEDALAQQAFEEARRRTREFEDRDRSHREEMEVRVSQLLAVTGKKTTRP
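Inhibition was taken as any reduction in AlphaScreen signal from the CBF-beta–RUNX1 pair (His and biotin tags, 30 nM each), measured after compound (15 min) and bead (90 min) incubations at room temperature.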
Starred values were filed as active, the others as inactive; ? = inconclusive; / = no result given; [ ] = another dose, or the depositor's remark. Unless noted, calls follow the shape of the dose curve; as a rule, active = well fitted curve in the direction sought with a large enough effect; inconclusive = small, poorly fitted or top-dose-only effect, or another doubt; inactive = no such curve, though single readings can be large; an effect the other way counts as inactive or inconclusive.

Start of the listing, in advance:
SMILES | NPSR antagonist | HTT aggregate | KinaseGlo FLuc | Epigenetic reg | IMPase Li cell | Lamin A splicing | CBFb RUNX1 block
COc1cc(/C=C/C(=O)N2CCCc3ccccc32)cc(OC)c1OC | 3% | -9% | 0% | -2.5% | 7% | ? | -3%
OCC(O)CNC(=S)NC1CCCCC1 (stereo not drawn) | -6% | 6%[9.22 µM] | -2% | -0.4% | 9% | -4%[46 µM] | 9%
COc1ccc(/C(N)=N/OC(=O)c2cccc([N+](=O)[O-])c2)cc1 | -11%[46.1 µM] | 8% | -2% | -1.0% | 6%[38.3 µM] | 1% | -1%
Cc1c(NC(=O)CN2CCN(C(=O)c3ccco3)CC2)c(=O)n(-c2ccccc2)n1C | 5%[46.1 µM] | 8% | -3% | -1.2% | 2%[38.3 µM] | 16% | 1%
O=C(NNC(=S)Nc1ccc(Cl)c(Cl)c1)c1cccc([N+](=O)[O-])c1 | -1% | 7%[9.22 µM] | / | 2.0% | / | / | -14%
COC(=O)CSc1nc(C2CC2)nc2ccccc12 | 3%[46.1 µM] | -4% | -1% | 0.0% | 3%[38.3 µM] | -2% | 5%
COc1ccc(C(=O)/C=C/c2ccc(N(C)C)cc2)c(OC)c1 | -46% | -4%[9.22 µM] | / | 8.5% | / | / | 18%
COC(=O)CC1SC(=O)NC1=Nc1ccccc1 (stereo not drawn) | -5%[46.1 µM] | -7% | -1% | -0.4% | -10%[38.3 µM] | 0% | 0%

Main list, from the first entry:
SMILES | NPSR antagonist | HTT aggregate | KinaseGlo FLuc | Epigenetic reg | IMPase Li cell | Lamin A splicing | CBFb RUNX1 block
COc1cc(/C=C/C(=O)N2CCCc3ccccc32)cc(OC)c1OC | 3% | -9% | 0% | -2.5% | 7% | ? | -3%
OCC(O)CNC(=S)NC1CCCCC1 (stereo not drawn) | -6% | 6%[9.22 µM] | -2% | -0.4% | 9% | -4%[46 µM] | 9%
COc1ccc(/C(N)=N/OC(=O)c2cccc([N+](=O)[O-])c2)cc1 | -11%[46.1 µM] | 8% | -2% | -1.0% | 6%[38.3 µM] | 1% | -1%
Cc1c(NC(=O)CN2CCN(C(=O)c3ccco3)CC2)c(=O)n(-c2ccccc2)n1C | 5%[46.1 µM] | 8% | -3% | -1.2% | 2%[38.3 µM] | 16% | 1%
O=C(NNC(=S)Nc1ccc(Cl)c(Cl)c1)c1cccc([N+](=O)[O-])c1 | -1% | 7%[9.22 µM] | / | 2.0% | / | / | -14%
COC(=O)CSc1nc(C2CC2)nc2ccccc12 | 3%[46.1 µM] | -4% | -1% | 0.0% | 3%[38.3 µM] | -2% | 5%
COc1ccc(C(=O)/C=C/c2ccc(N(C)C)cc2)c(OC)c1 | -46% | -4%[9.22 µM] | / | 8.5% | / | / | 18%
COC(=O)CC1SC(=O)NC1=Nc1ccccc1 (stereo not drawn) | -5%[46.1 µM] | -7% | -1% | -0.4% | -10%[38.3 µM] | 0% | 0%
Cc1ccc(S(=O)(=O)NC(=O)NCc2ccccc2)cc1 | -2%[46.1 µM] | 3% | -4% | -1.0% | 1%[38.3 µM] | 4% | 2%
CCOC(=O)c1nn(C23CC4CC(CC(C4)C2)C3)c2c1C(=O)N(c1ccc(C)cc1)C2=O | -11%[46.1 µM] | 8% | -6% | -1.2% | -5%[38.3 µM] | -2% | 4%
COc1ccc(/C(C)=N/Nc2ncc(Cl)cc2Cl)c(O)c1 | -24% | ? | 0% | ? | 18% | -3% | -9%
Cc1ccc(NC(=O)CN2CCC(C(=O)c3ccc4c(c3)OCCO4)CC2)cc1 | -8%[46.1 µM] | ? | 20% | 0.7% | 26%[38.3 µM] | ? | -7%
Cc1ccn2cc(CNC(=O)c3cccs3)nc2c1 | -7%[46.1 µM] | -4% | 3% | -0.8% | 24%[38.3 µM] | -10% | 1%
COc1ccc2c(=O)cc(-c3cccnc3)oc2c1OC | 13% | -22%[9.22 µM] | / | -1.1% | / | / | 6%
COC(=O)C1=C(C(=O)OC)SC2(S1)C(C(=O)OC)=C(C(=O)OC)SC1=C2c2cc(C)ccc2NC1(C)C | -23%[46.1 µM] | 15% | -4% | -3.0% | 33%[38.3 µM] | 8% | -1%
CCOc1cccc(OCCCOc2cccc3cccnc23)c1 | -7% | -13% | 1% | -0.9% | 12% | ? | 2%
O=C(c1ccco1)N1CCN(S(=O)(=O)c2cccc(C(F)(F)F)c2)CC1 | 0%[46.1 µM] | 14% | 3% | 0.7% | 8%[38.3 µM] | 2% | -1%
O=C(O)c1cccc(N/N=C/c2cccs2)c1 | -15% | 15% | -2% | -0.9% | 12% | 3% | 4%
Cc1cccc(OCC(=O)Nc2cccc(C(=O)Nc3ccccc3C(=O)O)c2)c1 | 0% | 15% | -1% | -0.9% | 16% | -6% | -2%
NC(=O)c1ccc(/C=N/O)nc1 | 8% | 11% | 0% | 2.4% | -3% | -12%[46 µM] | 1%
C#CCOCCOCCOCCNc1nc(N2CCN(C(=O)[C@H]([C@@H](C)CC)n3cc([C@@H](N)CC(C)C)nn3)CC2)nc(N2CCN(C(=O)[C@H](CCCCN)n3cc([C@@H](N)CO)nn3)CC2)n1 | -32% | 2%[9.22 µM] | / | 8.5% | -11% | / | 12%
CCn1c(C)c(C(C)=O)c(N2CCN(c3cccc(Cl)c3)CC2)nc1=S | -10%[46.1 µM] | 4% | 0% | -0.9% | 22%[38.3 µM] | -4% | ?
O=C(Nc1ccc2ccccc2c1)c1onc2c1CCCC2 | -28%[46.1 µM] | -3% | -8% | -1.4% | 15%[38.3 µM] | 4% | 7%
Cc1c(N/C(=N/S(=O)(=O)c2ccc(F)cc2)c2ccccc2)c(=O)n(-c2ccccc2)n1C | -20% | -10% | / | -6.1% | / | / | 10%
O=C(CN1CCCCCC1)N/N=C/c1cccc(Cl)c1Cl | 16% | -24% | -2% | -1.9% | 0% | 14% | -1%
O=C(N/C(=C\c1cccs1)C(=O)N1CCOCC1)c1cccs1 | -8% | 11%[9.22 µM] | -2% | 2.3% | -4% | ? | 0%
NS(=O)(=O)c1ccc(NC(=O)c2c(F)cccc2Cl)cc1 | -14% | 0%[9.22 µM] | / | -1.3% | / | / | 15%
COc1ccc(N=Nc2nc3cc(Br)c(Br)cc3n2C)c(OC)c1 | ? | -5% | -20% | 0.0% | 37%[activator] | ? | -2%
Cc1ccc(C)c(NC(CC(=O)c2ccccc2)C(=O)OCC(=O)c2cccs2)c1 (stereo not drawn) | -20% | 22% | 1% | 0.0% | -1% | -9% | -3%
CN(C)CCNC(=S)Nc1ccccc1Cl | 17% | -21% | 3% | 0.9% | 7% | -12% | 10%
Cc1ccc(CNC(C)c2ccccc2)cc1 (stereo not drawn) | 3% | -18% | -2% | 0.1% | 8% | 4% | 0%
O=C(C1=C[C@H](c2ccc3c(c2)OCO3)C[C@H](OCCCCO)O1)N1CCN(Cc2ccccc2)CC1 | 41% | -7%[9.22 µM] | / | -0.7% | 5% | / | -18%
O=C1C2C3C=CC(C4CC34)C2C(=O)N1/N=C/c1ccc([N+](=O)[O-])s1 (stereo not drawn) | -40% | 4% | 1% | 0.0% | 6% | 6% | -6%
O=C(N/N=C/c1c[nH]c2ccc(Br)cc12)c1ccn(Cc2ccc(Cl)cc2)n1 | -26%[46.1 µM] | 1% | -3% | -3.0% | 8%[38.3 µM] | ? | -7%
COc1ccc(Cl)cc1C(=O)Nn1c(C)nc2ccccc2c1=O | -16%[46.1 µM] | -6% | -2% | 1.0% | 8%[38.3 µM] | 12% | 0%
COc1ccccc1-c1nnc2sc(COc3ccc(Cl)cc3)nn12 | ? | ? | -3% | 0.0% | 4% | -25% | 4%
COC(=O)CCCC(=O)N1CCOCCN(C(=O)CCCC(=O)OC)CCOCC1 | 8%[46.1 µM] | 29% | 0% | -1.0% | -6%[38.3 µM] | 8% | 8%
CC(=O)c1ccc(OCC(O)CN2CCN(CC(O)COc3ccc(C(C)=O)cc3)CC2)cc1 (stereo not drawn) | -12%[46.1 µM] | 12% | 4% | -0.8% | 9% | -12% | 5%
OCCN=C1CCCc2c1[nH]c1ccc(Br)cc21 | 2%[46.1 µM] | -2% | 1% | -0.9% | -24%[38.3 µM] | ? | 4%
Cc1cc(C)cc(NC(=O)NCC(O)COc2ccc([N+](=O)[O-])cc2)c1 (stereo not drawn) | 37% | 8%[9.22 µM] | / | -1.0% | / | / | 0%

Pulled by structure from the list above, 2 records:
SMILES | NPSR antagonist | HTT aggregate | KinaseGlo FLuc | Epigenetic reg | IMPase Li cell | Lamin A splicing | CBFb RUNX1 block
O=C1C2C3C=CC(C4CC34)C2C(=O)N1/N=C/c1ccc([N+](=O)[O-])s1 (stereo not drawn) | -40% | 4% | 1% | 0.0% | 6% | 6% | -6%
Cc1ccc(CNC(C)c2ccccc2)cc1 (stereo not drawn) | 3% | -18% | -2% | 0.1% | 8% | 4% | 0%

Additional records.
SMILES | NPSR antagonist | HTT aggregate | KinaseGlo FLuc | Epigenetic reg | IMPase Li cell | Lamin A splicing | CBFb RUNX1 block
CCn1c(=O)c2cc(C(=O)Nc3cccc(C(C)=O)c3)sc2c2ccccc21 | -51% | -39%[9.22 µM] | / | 2.1% | / | / | 3%
CCCCC(=O)Nc1ccc(C(=O)NNC(=O)c2ccccc2Br)cc1 | -3%[46.1 µM] | 11% | 0% | 1.1% | 3%[38.3 µM] | 14% | 4%
Cc1ccccc1OCC(=O)Nc1ccc(N2CCN(C(=O)C(C)C)CC2)c(Cl)c1 | 13µM* | ? | -2% | -0.9% | 6%[38.3 µM] | ? | -2%
CCn1cc(C(=O)OCC(=O)c2cc(C)n(-c3ccccc3)c2C)c(=O)c2ccc(C)nc21 | 5% | 5% | -2% | 4.0% | 5% | -2% | 3%
Cc1cc(=O)[nH]c2c3ccccc3nn12 | 13% | -27% | -2% | -2.0% | -4% | 22%[46 µM] | -2%
O=C(CSc1nc2ccccc2n1Cc1ccc(Cl)cc1)N/N=C/c1ccccc1C(=O)O | -8% | 7% | 3% | -5.1% | -2% | -12%[46 µM] | -8%
CCCCN(C(=O)c1ccc(Cl)c([N+](=O)[O-])c1)c1c(N)n(CCC)c(=O)[nH]c1=O | 17% | 13% | 2% | -3.8% | -7% | / | -4%
Cc1nn(CC(=O)Nc2ccc3c(c2)OCO3)c(C)c1[N+](=O)[O-] | 3% | -6%[9.22 µM] | 2% | -1.5% | 5% | / | -6%

Some of the compounds tested. The share of hits here may be higher or lower than overall.
